High-throughput results (PubChem)
XiGFP reactiv: activators of X-chromosome reactivation in mouse fibroblasts; hit rate 0.055% among 360,000; activation, % at 7.58 µM; XiGFP mouse fibroblasts, % GFP-positive cells imaging, 3 d; cells co-treated with 5-aza-dC sensitizer; scaled so ellipticine positive control = 100%;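 active = mean normalized replicate activation at least 10% and every replicate at or above 10%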;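 also: 0% = median of on-plate neutral control wells and 100% = ellipticine 6 µM median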
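material = 68-5-11 XiGFP fibroblast line | medium = DMEM plus 5-aza-dC sensitizer | schedule = 3 days compound exposure | benchmarks = positive control ellipticine, 6 µM final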
GSIS activator: GLuc luminescence reporter in INS-1E cells, primary screen for activators of glucose-dependent secretion of insulin. activation, % at 16.6 µM. INS-1E GLuc reporter insulin secretion, 2-3 h. hit rate 0.61% among 370,000. AID 743287;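 active = lowest replicate activation of at least 40%, so every replicate reaches that level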;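 also: 0% = median of neutral control wells and 100% = median of IBMX positive control wells; some compounds called inactive have numbers as strong as hits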
RAD54 branch: RAD54 (human) branch migration inhibition; hit rate 0.14% among 360,000; Q92698; AID 602329; RAD54 Holliday junction branch migration, FAM/BHQ fluorescence; inhibition, % at 10.4 µM;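 active = mean normalized replicate activity at least 40 and at least half of replicates scoring 40 or more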;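 also: 0% = median of neutral control wells and 100% = median of positive control wells; inhibitors cause a drop in the FAM fluorescence signal; in these data hits start at about 50%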
Target sequence (Q92698 whole entry, looked up): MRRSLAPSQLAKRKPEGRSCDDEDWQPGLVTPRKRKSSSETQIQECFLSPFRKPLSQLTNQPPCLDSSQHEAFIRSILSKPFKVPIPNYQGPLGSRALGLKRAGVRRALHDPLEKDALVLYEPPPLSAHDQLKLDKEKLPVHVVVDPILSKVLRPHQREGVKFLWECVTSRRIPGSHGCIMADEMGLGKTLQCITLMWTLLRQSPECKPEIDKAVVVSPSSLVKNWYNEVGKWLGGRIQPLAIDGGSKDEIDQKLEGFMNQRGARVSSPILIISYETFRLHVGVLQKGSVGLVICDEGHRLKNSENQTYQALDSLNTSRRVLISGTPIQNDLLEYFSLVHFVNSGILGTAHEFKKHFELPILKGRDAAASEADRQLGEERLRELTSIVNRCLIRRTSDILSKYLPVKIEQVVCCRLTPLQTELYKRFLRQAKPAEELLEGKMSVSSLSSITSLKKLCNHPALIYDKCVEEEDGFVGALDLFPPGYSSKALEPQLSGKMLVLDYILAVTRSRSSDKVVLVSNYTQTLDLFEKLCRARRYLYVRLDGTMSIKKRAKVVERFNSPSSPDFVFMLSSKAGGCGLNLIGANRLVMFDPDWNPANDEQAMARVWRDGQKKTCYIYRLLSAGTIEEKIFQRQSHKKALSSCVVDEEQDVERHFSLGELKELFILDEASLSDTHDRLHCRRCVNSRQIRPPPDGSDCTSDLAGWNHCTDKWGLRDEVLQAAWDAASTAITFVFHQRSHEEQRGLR
ARNT TACC3 PPI: disrupts binding between human ARNT and TACC3 | Q9Y6A5 | AlphaScreen His-ARNT PAS-B/GST-TACC3 binding, luminescence; TACC3 fragment carries E629A point mutation | inhibition, % at 9.99 µM | hit rate 0.66% among 390,000 | AID 623870;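 active = mean inhibition of replicates at least 50% and at least half of replicates each reaching 50%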;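 also: 0% = complete ARNT plus TACC3 wells and 100% = ARNT alone without TACC3; many hits fall short of the cut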
F508del corr: correctors of CFTR F508del function in bronchial epithelial cells; CFBE cells, YFP halide quenching; stimulated with forskolin plus potentiator P3; % fluorescence drop versus neutral controls; activity (quench increase), % at 7.58 µM; hit rate 0.36% among 350,000;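 active = mean added fluorescence quench of at least 8% versus neutral control, with both replicates also reaching 8%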;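 also: cells transiently co-express mutant CFTR-F508del with the halide-sensitive YFP; corrector assay measuring rescue of mutant channel to the surface after 24 h compound exposure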
RAD52 inh: blocks human RAD52 DNA annealing. recombinant RAD52 DNA annealing, FRET fluorescence. inhibition, % at 18.7 µM. hit rate 0.46% among 360,000. AID 651710;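 active = every replicate showing at least 50% inhibition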
ERAP1 inh: ERAP1 (human) enzyme inhibition | Q9NZ08 | recombinant ERAP1, Leu-AMC fluorescence, 60 min | inhibition, % at 10.7 µM | hit rate 0.15% among 340,000;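 active = mean replicate inhibition of at least 30%, or all replicates individually reaching that 30% level; inactive = mean below 30% and not every replicate reaching it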;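 also: 0% = neutral control wells and 100% = L-leucinethiol positive control wells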
esBAF inh: blocks esBAF chromatin remodeling in mouse ES cells; Bmi1-luciferase knock-in reporter, 24 h; 100% = twice the neutral-well signal; reporter increase, % at 12.5 µM; AID 602393; hit rate 2% among 350,000; in the data active = activation above about 40%;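 also: 0% = median of the plate's neutral control wells and 100% = double that signal; a rise in the Bmi1 reporter signal indicates esBAF inhibition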
Active calls of the source: *; nt = not tested or not shown.

SMILES	XiGFP reactiv	GSIS activator	RAD54 branch	ARNT TACC3 PPI	F508del corr	RAD52 inh	ERAP1 inh	esBAF inh
C[C@@H]1CN([C@@H](C)CO)S(=O)(=O)c2ccc(-c3ccncc3)cc2O[C@H]1CN(C)Cc1ccc(Oc2ccccc2)cc1	-0.4	-36	3	-5	-3.9	12	3	-26
Cc1nnc2ccc(-c3ccc(NS(=O)(=O)c4ccc(F)cc4F)cc3)nn12	0.0	9	6	-3	-3.5	-19	2	nt
C=CCNC(=O)NC(=O)COC(=O)c1nc2nccc(C)n2n1	0.0	17	2	0	-3.0	-7	0	10
C[C@H]1CN([C@@H](C)CO)C(=O)Cc2cc(NS(=O)(=O)c3ccc(F)cc3)ccc2O[C@H]1CN(C)S(=O)(=O)c1ccc(Cl)cc1	-0.1	-12	-2	-2	-2.3	nt	nt	-4
CCCCc1ccc(NS(=O)(=O)c2cccs2)cc1	nt	-15	0	1	nt	nt	nt	2
O=C(Nc1ccc2c3c(cccc13)CC2)c1cccc([N+](=O)[O-])c1	-0.1	-5	nt	-1	nt	-3	-2	nt
CSCCC(C(=O)NC(C)(C)C)n1c(-c2ccc3c(c2)OCO3)nc2ccccc21 (stereo unspecified)	-0.1	-10	nt	nt	1.2	-4	5	nt
COc1ccccc1NC(=O)N1CC[C@@H]2[C@H]1c1cc(-c3ccc(F)cc3)ccc1N(C)[C@@H]2CO	0.0	20	1	7	2.3	45	1	-3
CCCn1cc(CN2CCC(C(=O)Nc3cccc(-c4cscn4)c3)CC2)c(C)n1	0.0	4	3	23	-2.2	-18	-1	-8
COc1cccc(NC(=O)C2(C)CCN2Cc2ccc(OC(C)C)cc2)c1 (stereo unspecified)	0.3	-27	-9	nt	-1.1	-14	-3	-5
C[C@H]1CN([C@@H](C)CO)C(=O)c2cccc(NC(=O)Nc3ccccc3)c2O[C@H]1CN(C)Cc1ccc(Oc2ccccc2)cc1	-0.1	-19	0	6	2.1	23	-1	1
CC(C)NC(=O)c1ccc2c3n(nc2c1)-c1ccccc1CO3	0.1	9	-5	2	2.0	nt	nt	-45
C[C@@H]1CN([C@@H](C)CO)C(=O)c2cccc(NC(=O)c3nc4ccccc4s3)c2O[C@H]1CN(C)C(=O)Nc1cccc2ccccc12	nt	nt	-2	14	-2.5	-1	1	2
CN(C)CC(=O)N[C@@H]1C=C[C@@H](CC(=O)NCc2ccc(Cl)cc2)O[C@@H]1CO	0.5	1	4	-2	2.1	-8	2	4
CN1/C(=C\C(=O)COC(=O)c2nccnc2N)C(C)(C)c2ccccc21	0.2	-61	1	0	0.2	-13	2	-7
O=C(CSc1ccc(C(F)(F)F)cc1[N+](=O)[O-])N1CCOCC1	0.0	nt	8	-2	2.3	4	8	-7
CN(Cc1nccs1)C(=O)CC1C(=O)NCCN1Cc1ccc(-c2ccccc2)cc1 (stereo unspecified)	0.1	8	-1	3	0.3	-26	-3	4
COc1ccc(NC(=O)C(=O)NCCN2CCN(C(=O)c3ccco3)CC2)cc1	0.0	4	nt	-5	2.1	-5	1	nt
CC1(C(=O)NCc2ccc(F)c(F)c2)Cc2c(-c3cccc(C(N)=O)c3)ccnc2O1 (stereo unspecified)	0.2	-14	10	nt	0.0	2	-4	-4
CCC(C(=O)NCc1ccco1)N(C(=O)CNS(=O)(=O)c1ccc(F)cc1)c1ccccc1F (stereo unspecified)	0.1	-2	-7	-2	-2.5	-23	-1	-7
O=C(OCC(=O)N1CCCC1=O)c1ccc(Cl)cc1[N+](=O)[O-]	0.3	1	-8	-2	-0.2	-4	5	-5
COc1ccc(C(=O)CSc2nnc(CN3CCCC3)n2-c2ccc(F)cc2)c(OC)c1	0.3	-3	nt	5	-3.7	-10	-3	nt
Cc1ccc(OCc2cc(C(=O)N3CCN(C)C[C@@H]3c3ccccc3)no2)cc1C	0.3	-14	11	-6	-0.2	-5	-2	nt
C[C@H](CO)N1C[C@H](C)[C@@H](CN(C)S(=O)(=O)c2ccc(Cl)cc2)Oc2ccc(NC(=O)Cn3cnnn3)cc2C1=O	-0.4	10	nt	nt	1.9	-8	-5	-6
O=C1Nc2ccccc2C1=NN1CCCCCC1	0.5	nt	-2	4	-5.3	-26	-4	13
CCn1cc(C(=O)OC)c(=O)c2cc(S(=O)(=O)N(C)C3CCCCC3)ccc21	0.0	-2	-2	12	2.0	-9	-3	-3
CCN1C(=O)c2cccc3c(S(=O)(=O)NC(Cc4ccccc4)C(=O)O)ccc1c23 (stereo unspecified)	0.4	8	2	nt	4.4	-12	-1	-4
Cc1nc(C(C)NC(=O)c2cc(COc3ccc(C)c(C)c3)on2)c(C)s1 (stereo unspecified)	0.0	-19	-6	0	0.2	-34	0	73*
CN(Cc1ccccc1)C(=O)[C@@H]1CCCN1	0.4	-8	nt	nt	-0.9	-16	-2	nt
Cc1cccc(C(=O)NCC(c2ccco2)N2CCc3ccccc32)c1 (stereo unspecified)	-0.1	-25	5	10	3.9	-11	-3	nt
COc1cc2c(cc1NC(=O)COC(=O)/C=C/c1ccc([N+](=O)[O-])cc1)oc1ccccc12	0.0	3	-6	-10	-2.9	-2	1	3
CCOc1cccc(-c2nnc(SCC(=O)NC3CC3)n2C)c1	0.0	2	-6	1	-2.7	-18	-3	8
CC(C)Cn1c(N)c(C(=O)COC(=O)c2cc(C3CC3)nc3ccccc23)c(=O)n(C)c1=O	0.4	-2	nt	nt	0.3	7	1	nt
C[C@@H]1CN([C@H](C)CO)C(=O)c2cc(NC(=O)Nc3ccccc3)ccc2O[C@@H](C)CCCCO[C@H]1CN(C)S(=O)(=O)c1ccc(Cl)cc1	4.8	-5	-1	9	2.3	-21	3	1
O=C(CN1CCN(Cc2cccc(C(F)(F)F)c2)CC1)NCC(=O)Nc1ccc(F)c(F)c1F	0.0	-13	-7	-1	4.3	-18	0	-5
COCCN(C(=O)COC(=O)c1c(C)nn(-c2ccccc2)c1C)c1c(N)n(Cc2ccccc2)c(=O)[nH]c1=O	0.0	nt	-8	nt	-0.5	-3	0	-5
C[C@H](CO)N1C[C@H](C)[C@H](CN(C)Cc2ccncc2)OCCCC[C@H](C)Oc2ccc(NC(=O)Cc3ccccc3)cc2C1=O	0.2	-8	-3	-2	0.7	5	2	-2
O=C(CSc1nc2ccccc2c(=O)[nH]1)N1CCN(c2ccccc2F)CC1	0.0	-5	-3	nt	0.2	-18	-7	12
CC1(C(=O)Nc2cccc(NS(C)(=O)=O)c2)Cc2c(-c3cccc(C(N)=O)c3)ccnc2O1 (stereo unspecified)	0.0	-1	-1	nt	0.4	-7	1	1
CS(=O)(=O)Nc1nnc(C2CCCC2)s1	0.0	-5	nt	-40	0.1	-8	1	nt
COc1cc(S(=O)(=O)Nc2ccccc2C)ccc1NC(=O)c1ccncc1	0.0	11	nt	-2	-0.6	-9	0	nt
CN(c1ccccc1)S(=O)(=O)c1cccc(C(=O)Nc2cccc(C(=O)NC3CC3)c2)c1	0.3	-11	-4	1	3.3	-11	-1	8
COCCNC(=S)N1CCC(NC(=O)c2ccco2)CC1	0.0	2	nt	-7	2.1	-8	2	nt
O=C(Cc1csc(-c2ccccc2)n1)NCC(=O)Nc1ccc(F)c(F)c1F	0.0	nt	-14	-7	-4.3	-5	-2	4
CCN(C[C@H]1N[C@@](C)(C(=O)OC)[C@H]2C(=O)N(Cc3ccccc3)C(=O)[C@@H]12)C(=O)Nc1ccc(C)cc1	0.1	-18	4	-6	3.8	-5	nt	3
Cc1ccc(S(=O)(=O)N[C@H]2C=C[C@H](CC(=O)NCCCN(C)C)O[C@H]2CO)cc1	0.1	9	-4	1	2.9	-3	-3	1
COCc1nnc(NS(=O)(=O)c2ccc(OC)cc2)s1	0.0	8	-4	28	-2.4	-11	-1	-5
CCCCCCCCC(=O)c1c(OC)oc(C=O)cc1=O	-0.1	nt	-19	nt	-1.2	-70	0	-4
COC(=O)c1ccc2c(c1O)C(=O)c1ccccc1C2=O	nt	-20	4	4	nt	nt	nt	28
CNC[C@H]1OCc2ccccc2-c2c(n(C)c3ccccc23)C(=O)N([C@H](C)CO)C[C@H]1C	-1.1	5	4	4	2.3	1	0	0
CC(C)(C)Cc1c(-c2ccc(C#N)cc2)nc2c(Cl)cc(C(F)(F)F)cn12	nt	-4	-2	nt	-2.8	-20	-1	7
C/C(=N\OC(=O)c1ccc(Br)cc1)c1ccccn1	0.2	14	nt	-2	nt	6	7	nt
COc1ccc(CCNC(=O)c2nnn(CC(=O)Nc3ccc(C)cc3C)c2N)cc1OC	0.0	-2	4	-7	2.1	-10	7	-6
CCCc1nnc(NC(=O)C(=O)NCCN(C)C)s1	0.0	-5	-11	-21	-1.3	-12	4	nt
Cc1cccc(N=C2NC(=O)S/C2=C\c2ccco2)c1	0.2	12	nt	3	nt	-15	-1	nt
C/C=C/c1ccc([C@H]2[C@@H](CO)N(C(=O)COC)[C@H]2CNC(=O)C2CCC2)cc1	0.0	2	nt	nt	-0.2	-11	0	nt
Cc1ccc(S(=O)(=O)NCCOc2nc(N(C)C)nc(N3CCOCC3)n2)cc1	nt	-22	-5	-2	nt	nt	nt	-4
CCCNC(=O)N1CC2(CCN(C)CC2)c2c([nH]c3cc(OC)ccc23)[C@H]1CO	0.2	8	nt	nt	0.4	-3	4	nt
COc1ccc(NC(=O)N(C)C[C@@H]2OCCCC[C@H](C)Oc3ccc(NC(=O)Nc4ccc(F)cc4)cc3C(=O)N([C@H](C)CO)C[C@@H]2C)cc1	-0.2	8	5	-4	-1.3	4	-1	5
CN(Cc1ccccc1)C(=O)COC(=O)C1=NNC(=O)CC1	1.0	14	nt	-6	nt	10	0	-9

The list goes on (three carried over from the part before).
SMILES	XiGFP reactiv	GSIS activator	RAD54 branch	ARNT TACC3 PPI	F508del corr	RAD52 inh	ERAP1 inh	esBAF inh
CCCNC(=O)N1CC2(CCN(C)CC2)c2c([nH]c3cc(OC)ccc23)[C@H]1CO	0.2	8	nt	nt	0.4	-3	4	nt
COc1ccc(NC(=O)N(C)C[C@@H]2OCCCC[C@H](C)Oc3ccc(NC(=O)Nc4ccc(F)cc4)cc3C(=O)N([C@H](C)CO)C[C@@H]2C)cc1	-0.2	8	5	-4	-1.3	4	-1	5
CN(Cc1ccccc1)C(=O)COC(=O)C1=NNC(=O)CC1	1.0	14	nt	-6	nt	10	0	-9
Cc1ccc(NS(=O)(=O)c2ccccc2F)cc1S(=O)(=O)N1CCCCC1	0.1	-8	-2	-1	-1.9	-6	-1	4
Cc1cccc(C)c1NC(=O)C1(C)CSCC(=O)N1Cc1cccs1 (stereo unspecified)	0.1	-2	nt	nt	0.5	-8	nt	nt
COCC#Cc1ccc2c(c1)O[C@@H](CN(C)S(=O)(=O)c1cccc(OC)c1)[C@@H](C)CN([C@@H](C)CO)S2(=O)=O	-0.6	-11	-4	6	nt	20	2	-2
Cc1ccc(C)c(NC(=O)CSc2nnc(CNC(=O)c3ccco3)o2)c1	0.0	38	-6	4	-0.3	-15	1	-2
COc1ccc(N2CC(C(=O)Nc3nc4ccc(OC)cc4s3)CC2=O)cc1 (stereo unspecified)	0.0	-1	7	-1	-1.8	-37	1	-3
C[C@@H]1CN([C@H](C)CO)C(=O)Cc2cc(NC(=O)C3CCCCC3)ccc2O[C@H]1CN(C)Cc1ccc(Cl)c(Cl)c1	0.0	1	3	nt	-2.3	-9	0	1
OCc1c[nH]c2ccccc12	0.0	6	3	-3	4.2	-17	-3	5
COCCCNC(=S)N1CCN(c2ccc([N+](=O)[O-])cc2)CC1	-0.1	12	-6	-7	nt	nt	nt	nt
COc1ccc(Cl)cc1NC(=O)c1cc(S(=O)(=O)N2CCCC2)cn1C	-0.1	nt	6	-17	0.1	3	0	0
CCNC(=S)NNC(=O)Cc1ccccc1	nt	13	0	16	nt	nt	nt	-9
